Screening data deposited in PubChem BioAssay by several laboratories.
FAK blocker – FAK (human) kinase inhibition; biochemical FAK kinase activity assay; hit rate 0.84% among 97,000; Q05397; inhibition, %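 (tested at 7 µM)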; in the data active means inhibition above about 19%;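 further: 0% = DMSO and 100% = reference compound high control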
ERa SRC1 inh – ER-alpha (human) coactivator binding inhibition | TR-FRET ER-alpha LBD / SRC-1 peptide, estradiol-bound | inhibition, % at 25.6 µM | hit rate 1.7% among 86,000; in the data active means inhibition above about 50%;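 further: 0% = receptor plus peptide control and 100% = peptide only without receptor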
ERa coact pot – enhances coactivator binding to human estrogen receptor alpha; P03372; TR-FRET ERalpha-LBD/SRC-Cy5 coactivator binding, 2 h; 100 = basal binding, no effect; coactivator binding (% of control), % at 25.6 µM; hit rate 1.3% among 86,000; AID 639; in the data active means activity above about 200%;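 further: binding measured in presence of low estradiol as agonist stimulus; 0% = peptide alone without receptor and 100% = receptor with peptide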
PLAP activator – activators of human placental alkaline phosphatase; purified PLAP enzyme, luminescent substrate read-out; active compounds read high; activation fold at 20 µM; hit rate 1.2% among 96,000; AID 696; in the data active means activation fold above about 2
MT1-MMP txn act – MT1-MMP promoter transcription activation. activation factor at 10 µM. hit rate 0.16% among 86,000. AID 750. HT1080 MT1-MMP promoter luciferase reporter, luminescence, overnight; active compounds read high;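 active means activation factor of at least 2 for MT1-MMP transcription at 10 µM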
ERb SRC1 inh – blocks coactivator binding to human estrogen receptor beta | TR-FRET ER-beta LBD / SRC1-Cy5 peptide binding; receptor agonist-loaded with 1 µM estradiol | inhibition, % at 25.6 µM | hit rate 1.3% among 86,000;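 active means compounds whose percent inhibition of the receptor-coactivator binding signal exceeds about 50% in the single-dose screen, limit read from the data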;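 further: 0% = receptor plus peptide wells without compound and 100% = peptide-only wells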
Ecoli WT expand – blocks growth of wild type E. coli BW25113; hit rate 0.15% among 98,000; AID 710; OD600 absorbance; growth inhibition, % at 100 µM;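 active means growth inhibition above about 50% at one test dose, limit read from the data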;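 further: growth measured after 20 h incubation at 37 °C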
Mac1 fbg inh – CD11b/CD18-fibrinogen binding inhibition | P05107+P11215 | K562 CD11b/CD18 adhesion to fibrinogen, ATPlite luminescence; Mn2+ added to activate the integrin | inhibition, % at 10 µM | hit rate 0.54% among 93,000;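 active means primary inhibition of 50% or more at 10 µM, then 40% or more on retest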; further: some results filed as inactive read as strong as hits
Target sequence (P05107 whole entry, looked up, other chains not shown): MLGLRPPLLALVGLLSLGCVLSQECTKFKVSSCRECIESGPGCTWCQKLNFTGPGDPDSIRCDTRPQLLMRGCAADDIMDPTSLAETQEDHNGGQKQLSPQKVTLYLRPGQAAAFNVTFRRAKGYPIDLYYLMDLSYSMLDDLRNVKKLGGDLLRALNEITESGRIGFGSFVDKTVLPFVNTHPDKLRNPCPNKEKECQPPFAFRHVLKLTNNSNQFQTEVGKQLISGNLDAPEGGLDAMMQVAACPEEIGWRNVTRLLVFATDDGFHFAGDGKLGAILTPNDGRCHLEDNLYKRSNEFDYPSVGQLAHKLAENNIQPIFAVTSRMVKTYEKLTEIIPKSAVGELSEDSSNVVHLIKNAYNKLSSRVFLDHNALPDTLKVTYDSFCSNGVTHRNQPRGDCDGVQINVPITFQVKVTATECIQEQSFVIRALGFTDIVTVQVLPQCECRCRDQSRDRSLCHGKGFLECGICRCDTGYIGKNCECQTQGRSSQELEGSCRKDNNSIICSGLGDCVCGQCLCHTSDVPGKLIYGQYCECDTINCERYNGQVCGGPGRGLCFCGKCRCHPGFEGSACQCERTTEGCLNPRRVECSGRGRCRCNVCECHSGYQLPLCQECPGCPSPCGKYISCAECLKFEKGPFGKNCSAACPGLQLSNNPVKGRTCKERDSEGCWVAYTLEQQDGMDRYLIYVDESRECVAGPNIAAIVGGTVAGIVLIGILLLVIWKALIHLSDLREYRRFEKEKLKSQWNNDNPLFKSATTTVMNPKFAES
Mac1 fbg enh – CD11b/CD18-fibrinogen binding enhancement; P05107+P11215; K562 CD11b/CD18 adhesion to fibrinogen, ATPlite luminescence; activation, % at 10 µM; hit rate 0.07% among 93,000; AID 1499;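 active means 10 µM primary screen giving 50% or more activity, confirmed by 40% or more on retest at that dose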; further: strong numbers were not always called active; reference of the scale not given here
* = called active by the depositor; x = no result given; [ ] = remark or other dose.

1. CCCC(=O)Nc1cccc(NC(=O)c2ccc(C)c([N+](=O)[O-])c2)c1
2. CC(C)C(=O)Nc1ccc(N2CCN(C(=O)c3cccs3)CC2)cc1
3. CCCCN(CCCC)CCCNC(=O)CC1Oc2ccc(C)cc2NC1=O (stereo unspecified)
4. Cc1ccccc1NS(=O)(=O)c1ccc(OCC(=O)N2CCCC2)cc1
5. CCOc1ccc(/C=N/n2cnnc2)cc1
6. CS(=O)(=O)Nc1ccc2c3c(cccc13)CC2
7. O=C(NC1CC1)C1CCN(c2ccc(S(=O)(=O)N3CCOCC3)cc2Cl)CC1
8. COCCCNC(=O)c1ccc(CS(=O)(=O)c2ccc(OC)cc2)o1

Assay by compound	1	2	3	4	5	6	7	8
FAK blocker	0	x	-1	-3	1	16	-1	x
ERa SRC1 inh	x	5	-19	-25	x	-1	-1	-4
ERa coact pot	x	97[fluorescence artefact?]	110	111[fluorescence artefact?]	x	114[fluorescence artefact?]	113	120
PLAP activator	1	1	1.6	1.3	1	0.8	1.1	1.1
MT1-MMP txn act	x	1	1	1.2	1.1	1	1	1.2
ERb SRC1 inh	x	18	-32[fluorescence artefact?]	-25[fluorescence artefact?]	x	7	35	-2
Ecoli WT expand	9	5	2	-6	6	x	-6	-6
Mac1 fbg inh	5	-8	x	17	-7	-25	-10	-9
Mac1 fbg enh	-5	0	x	-2	0	-3	-3	-1

9. COc1ccc(-c2nc(-c3ccc(Br)o3)no2)cc1OC
10. CC(=O)c1cccc(NC(=O)N2CCCC2C(=O)NCCC(C)C)c1 (stereo unspecified)
11. OC(COc1ccc(C2C=CCC2)cc1)CN1CCCCC1 (stereo unspecified)
12. O=C(CSc1c2c(nc3ccc(Cl)cc13)CCCC2)NCc1ccco1
13. O=C(CSc1ncnc2c1nnn2-c1ccc(F)cc1)NCc1ccco1
14. CCCC(C)C1C(C#N)=C(N)Oc2cc(C)oc(=O)c21 (stereo unspecified)
15. O=P(COCCO)(c1ccccc1)c1ccccc1
16. COc1ccc(CCNC(=O)c2cnn3cccnc23)cc1OC

Assay by compound	9	10	11	12	13	14	15	16
FAK blocker	3	-7	22*	2	-3	0	1	1
ERa SRC1 inh	x	2[fluorescence artefact?]	37[fluorescence artefact?]	7[fluorescence artefact?]	14	-15	-4	11
ERa coact pot	x	125	263*[fluorescence artefact?]	116	91	102	120[fluorescence artefact?]	97
PLAP activator	1.4	0.9	1.2	0.7	x	x	0.9	0.9
MT1-MMP txn act	1.7	1.1	1.2	1.1	1.1	1	1.1	1.2
ERb SRC1 inh	x	1[fluorescence artefact?]	63*[fluorescence artefact?]	-2[fluorescence artefact?]	12	-13	-2	9
Ecoli WT expand	-5	6	-3	4	x	x	1	5
Mac1 fbg inh	12	-18	10	-6	x	x	10	-52
Mac1 fbg enh	40	2	26	-1	x	x	2	0

17. CC1CC(C)CN(C(=O)CSCC(=O)Nc2nc(-c3cccs3)cs2)C1 (stereo unspecified)
18. Cc1sc2ncnc(Oc3ccc(-n4ccnc4)cc3)c2c1C
19. C=CCNC(=O)C(C#N)c1nc2ccccc2nc1N1CCN(Cc2ccccc2)CC1 (stereo unspecified)
20. Cc1cc(-n2c(C)cc(C(=O)CSc3nc4ccccc4c(=O)n3Cc3ccco3)c2C)no1
21. COc1ccc(-c2noc(Cc3ccc(Cl)cc3)n2)cc1OC
22. COCCn1c(=O)c2c3c(sc2n(CC(N)=O)c1=O)CCCC3
23. CC(C)CCOc1ccc(C(=O)C[N+]2(C)CCOCC2)cc1
24. CCOC(=O)N1CCC2(CC1)C(C#N)=C(N)OC1=C2C(=O)CC(C)(C)C1

Assay by compound	17	18	19	20	21	22	23	24
FAK blocker	x	x	1	-2	12	0	8	-7
ERa SRC1 inh	-2	-4	8	7	49	-2	-4[fluorescence artefact?]	-1
ERa coact pot	86	108	132[fluorescence artefact?]	104	90	123	104[fluorescence artefact?]	99
PLAP activator	1.3	1.6	1.5	0.9	1.1	x	0.8	1
MT1-MMP txn act	1.3	1.1	1.1	1.4	1	1.2	x	1.1
ERb SRC1 inh	8	1	6	3	27	-10	-41[fluorescence artefact?]	-2
Ecoli WT expand	-2	-2	-2	4	-12	x	-1	0
Mac1 fbg inh	28	-2	-9	-23	-1	x	-4	x
Mac1 fbg enh	-2	-2	5	7	1	x	-3	x

3 entries from above, arranged by formula weight, smallest number first:
14. CCCC(C)C1C(C#N)=C(N)Oc2cc(C)oc(=O)c21 (stereo unspecified)
2. CC(C)C(=O)Nc1ccc(N2CCN(C(=O)c3cccs3)CC2)cc1
20. Cc1cc(-n2c(C)cc(C(=O)CSc3nc4ccccc4c(=O)n3Cc3ccco3)c2C)no1

Assay by compound	14	2	20
FAK blocker	0	x	-2
ERa SRC1 inh	-15	5	7
ERa coact pot	102	97[fluorescence artefact?]	104
PLAP activator	x	1	0.9
MT1-MMP txn act	1	1	1.4
ERb SRC1 inh	-13	18	3
Ecoli WT expand	x	5	4
Mac1 fbg inh	x	-8	-23
Mac1 fbg enh	x	0	7

Further results follow.
25. Nc1nc(-c2cccnc2)nn1C(=O)CCc1ccccc1
26. COc1ccc(N(C(C)=O)C2C=CS(=O)(=O)C2)c(OC)c1 (stereo unspecified)
27. COc1ccc(OC)c2sc(NC(=O)C3COc4ccccc4O3)nc12 (stereo unspecified)
28. COc1ccccc1NC(=O)N1CCCC1C(=O)NCc1ccccc1 (stereo unspecified)
29. COC(=O)CNc1c(-c2ccccn2)nc2ccc(Br)cn12
30. Cc1cc(NC(=O)CCC(=O)N(CC(=O)NCC2CCCO2)c2ccc3c(c2)OCCO3)no1 (stereo unspecified)
31. Cc1ccc2c(C)c(C(=O)Nc3nnc(C)s3)oc2c1
32. CCOC(=O)N1CCN(C(=O)CSCC(=O)N=c2sc3ccccc3n2C)CC1

Assay by compound	25	26	27	28	29	30	31	32
FAK blocker	4	0	-7	1	1	-5	x	1
ERa SRC1 inh	5	3[fluorescence artefact?]	-5	x	x	4	3	-4
ERa coact pot	108[fluorescence artefact?]	118	116	x	x	96	100	90
PLAP activator	x	0.8	x	1	1.1	x	1	1.1
MT1-MMP txn act	1	1.1	1	1.1	0.5	1.3	1.2	x
ERb SRC1 inh	2[fluorescence artefact?]	3[fluorescence artefact?]	-3[fluorescence artefact?]	x	x	-1	5	4
Ecoli WT expand	x	-3	x	0	5	x	x	4
Mac1 fbg inh	x	x	x	-18	0	x	-6	2
Mac1 fbg enh	x	x	x	2	-3	x	-4	-1

33. O=C(CCCN1C(=O)c2ccccc2C1=O)NCC1CCCO1 (stereo unspecified)
34. Cc1ccc(NS(=O)(=O)c2cc(C(=O)N3CCc4ccccc4C3)ccc2Cl)cc1
35. CCN(CC)S(=O)(=O)c1cc(C(=O)NC2CCCCC2)ccc1C
36. O=C(O)c1ccc(NCc2ccc3c(c2)OCO3)cc1
37. Cc1nc(C)c(C(=O)Nc2nc3c(C)cccc3s2)o1
38. COc1cccc(-c2cc(C(=O)Nc3cc(OC)c(OC)c(OC)c3)no2)c1
39. O=C(O)CCCC(=O)Nc1cccc(C(F)(F)F)c1
40. CC(=O)N1CCc2cc(S(=O)(=O)CCC(=O)O)ccc21

Assay by compound	33	34	35	36	37	38	39	40
FAK blocker	-4	-1	x	0	18	-3	x	-5
ERa SRC1 inh	2	x	0	-8	92*[fluorescence artefact?]	0	-2[fluorescence artefact?]	1
ERa coact pot	99[fluorescence artefact?]	x	119	109	26[fluorescence artefact?]	106	113	104
PLAP activator	1	1.1	1.4	0.8	1.2	1.2	1.1	1
MT1-MMP txn act	1.1	x	1.2	1.1	1.3	1.1	1.1	1.4
ERb SRC1 inh	9	x	-2[fluorescence artefact?]	-5	91*[fluorescence artefact?]	0	-1[fluorescence artefact?]	1
Ecoli WT expand	5	-11	4	-10	1	-14	-3	-5
Mac1 fbg inh	-7	-3	6	2	-9	-8	-4	-10
Mac1 fbg enh	0	-1	-1	-4	74	-1	-2	-4

41. COc1ccc(CCN(C)C(=O)CSc2nccn2C)cc1OC
42. CS(=O)(=O)N1CCc2cc(C(=O)N3CCCCC3)ccc21
43. O=C1/C(=N/n2cnnc2)c2ccccc2N1Cc1ccccc1
44. CCC(=O)Nc1c2c(nc3c1CCC3)CCCC2
45. Cc1nn(Cc2ccc(C(=O)Nc3ccc(Br)c4cccnc34)o2)c(C)c1Br
46. Cc1nc2nc(Cc3ccccc3)[nH]n2c(=O)c1Cl
47. O=C1CC(N2CCN(c3ccc(F)cc3)CC2)C(=O)N1Cc1ccc(N2CCCC2=O)cc1 (stereo unspecified)
48. CC(=O)NCCC(=O)NCc1ccc(F)cc1

Assay by compound	41	42	43	44	45	46	47	48
FAK blocker	1	0	-1	0	-2	-2	0	-2
ERa SRC1 inh	-4	-8[fluorescence artefact?]	2	5	7[fluorescence artefact?]	-6	-9	4
ERa coact pot	127	95	124[fluorescence artefact?]	94[fluorescence artefact?]	180	111	97	129
PLAP activator	1.1	x	0.8	0.9	x	1.2	1.7	1.1
MT1-MMP txn act	1.1	1	1	0.9	1.3	x	x	1
ERb SRC1 inh	-2	14[fluorescence artefact?]	19	0	14	2	-4	-12
Ecoli WT expand	6	-3	18	8	x	1	0	4
Mac1 fbg inh	-22	x	x	x	x	30	21	-6
Mac1 fbg enh	2	x	x	x	x	-2	0	1

Three compounds from above, ordered by the number in PLAP activator, descending:
#	structure	PLAP activator
35	CCN(CC)S(=O)(=O)c1cc(C(=O)NC2CCCCC2)ccc1C	1.4
17	CC1CC(C)CN(C(=O)CSCC(=O)Nc2nc(-c3cccs3)cs2)C1 (stereo unspecified)	1.3
5	CCOc1ccc(/C=N/n2cnnc2)cc1	1

Continuation.
49. CN(C)c1ccc(CN(C(=O)C2COc3ccccc3O2)C2CCS(=O)(=O)C2)cc1 (stereo unspecified)
50. CCCn1c(CN(Cc2ccccc2)Cc2ccccc2)nc2c1c(=O)n(C)c(=O)n2C
51. CCOc1ccc(Nc2c3c(nc4ncnn24)CC(C)CC3)cc1 (stereo unspecified)
52. O=C(O)c1ccc(NS(=O)(=O)c2ccc(Cl)cc2)cc1
53. O=S(=O)(c1cccc2cccnc12)N1CCN(c2ccccc2)CC1
54. C=CCSc1nncn1/N=C/c1ccc(OC)cc1
55. Cc1cc(NCCCN2CCOCC2)n2ncc(-c3ccccc3)c2n1
56. CC1=C(C#N)C(c2cn(-c3ccccc3)nc2-c2cccs2)C(C#N)=C(C)N1

Assay by compound	49	50	51	52	53	54	55	56
FAK blocker	-1	x	-6	-1	0	4	10	5
ERa SRC1 inh	-6	-3	7	-5	6	-6	-14	1
ERa coact pot	135	80	114	107	91	96	110	112
PLAP activator	1.1	1.6	0.9	1	1.5	1.5	0.1	1
MT1-MMP txn act	1.1	1.1	1.2	1.1	1.2	2*	1.8	1.1
ERb SRC1 inh	29	-11	28	-9	9[fluorescence artefact?]	-9	-9	-3
Ecoli WT expand	3	2	-5	-2	1	4	-2	-4
Mac1 fbg inh	5	15	-9	-2	1	-4	22	0
Mac1 fbg enh	-1	1	0	-5	-4	-6	4	-5
